Assay outcomes deposited in PubChem by National Center for Advancing Translational Sciences (NCATS).
Peg3 imprint: qHTS Assay for Compounds that Induce Erasure of Genomic Imprints. Potency, µM (series often up to 60.7 µM), without a hit: at the highest dose activity change, positive = activation, actives largely listed as activators. hit rate 0.02% among 110,000. mouse ES Peg3-LacZ reporter, beta-gal luminescence, 40 h;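 also: 0% = negative control wells on the plate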
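Imprint erasure is scored as LacZ activity from the silenced maternal Peg3 allele in feeder-free female ES cells cultured 40 h with LIF. Luminescence is normalized to in-plate negative controls and fitted to the Hill equation.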
IkB sig inh: IkB Signaling; ABC-DLBCL IkBa-CBG/CBR dual luciferase ratio, 4 h; response scale: scaled: untreated 0%, proteasome inhibitor 100%; Potency, µM (doses to about 57.1 µM), inactives show top-dose IkBa stabilization activation; hit rate 0.04% among 110,000; AID 445, 2006; active = well fitted curve in the direction sought with a large enough effect in the signal ratio, not every such curve was filed as active; inconclusive = small, poorly fitted or top-dose-only effect, or a change in a side signal; the % refers to the signal ratio;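 also: the direction sought is a rising ratio; 0% = basal untreated cells and 100% = reference inhibitor full response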
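In this assay, an IκBα–CBG68 fusion accumulates when IKK-driven degradation is blocked; native CBR normalizes for cell number. OCI-Ly3 cells were treated 4 h with compound and doxycycline, then green and red light read after Chroma-Glo addition.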
p53ts 32C kill: qHTS Screen for Compounds that Selectively Target Cancer Cells with p53 Mutations: Cytotoxicity of p53ts Cells at the Permissive Temperature | H1299-p53A138V at 32C, ATP luminescence viability, 24 h | Potency, µM (series often up to 46.1 µM), without a hit: at the top dose activity change, negative = cytotoxicity, hits mostly cytotoxic | hit rate 0.93% among 130,000 | AID 924, 2007;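 also: 0% = DMSO and -100% = full killing by reference compound; nearly all actives have a fitted effect of over 55% in size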
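Viability by ATPlite luminescence after 24 h compound treatment (up to 46 uM) at the permissive 32C. Cells are H1299 carrying p53 A138V. Scale runs from DMSO basal to 100 uM tamoxifen as full kill; AC50 from Hill fits.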
p53ts 39C tox: qHTS Screen for Compounds that Selectively Target Cancer Cells with p53 Mutations: Cytotoxicity of p53ts Cells at the Nonpermissive Temperature; H1299-p53A138V viability at 39C, ATP luminescence, 24 h; Potency, µM (series often up to 46.1 µM), without a hit: at the highest dose activity change, negative = cell killing, hits mostly cytotoxic; hit rate 1.5% among 130,000; AID 902, 2007; also: nearly all actives have a fitted effect of over 55% in size
* marks the source's active call; other numbers are inactive results; ? = inconclusive; · = not tested or not shown; & = joins results of further samples; [ ] = another dose, or the depositor's remark. Unless noted, calls follow the shape of the dose curve; as a rule, active = well fitted curve in the direction sought with a large enough effect; inconclusive = small, poorly fitted or top-dose-only effect, or another doubt; inactive = no such curve, though single readings can be large; an effect the other way counts as inactive or inconclusive. Unless noted, % is scaled to controls: 0 for no effect and ±100 for the full control effect; potency is read from the fitted curve at half-maximal effect.

SMILES	Peg3 imprint	IkB sig inh	p53ts 32C kill	p53ts 39C tox
O=C(CSc1nnc(-c2cccnc2)n1Cc1ccccc1)NCc1ccco1	-5%	0.3%	5%	6%
O=C(O)c1cc2cc(F)ccc2[nH]1	-15%&-9%&17%	1.0%&-5.4%	4%	17%
Cc1ccc(-n2nc3c(c2NC(=O)C(C)(C)C)CSC3)c(C)c1	-23%	3.8%	0%	2%
O=C(CCCOc1ccc(Cl)cc1Cl)N1CCN(c2ccccn2)CC1	-13%	0.9%	16%	3%
CCCCCCCCCC[Si](C)(C)CCC(=O)N[C@@H](Cc1ccc(C)cc1)c1ccccc1	·	5.9%	-17%	-8%
O=C(N/N=C/c1c[nH]c2ccccc12)c1cc(-c2cccc3ccccc23)n[nH]1	·	·	3%	14%
COc1ccc(C2CC(c3ccc(Cl)cc3)n3nc(N)nc3N2)cc1 (stereo unspecified)	-5%	-0.4%	11%	-8%
COc1ccccc1NS(=O)(=O)c1ccc(O)c(C(N)=O)c1	0%	0.1%	-1%	10%
CC1CN(C(=O)CN2C(=O)NC3(CCCCCCC3)C2=O)CC(C)O1 (stereo unspecified)	-10%	0.0%	5%	-4%
COc1cc(OC)c2c(C)cc(=O)oc2c1	-3%	0.2%	6%	5%
COc1ccc(C2C(C(N)=O)=C(C)Nc3nc(CCCO)nn32)c(OC)c1 (stereo unspecified)	-9%[10.9 µM]	2.3%	-3%	9%
COc1ccc(/C=C/C(O)=C2/C(=O)N(C)C3(C)CC2c2ccccc2O3)cc1 (stereo unspecified)	-19%	6.6%	-3%	43%[activator]
CCc1ccc(NC(=O)C(NS(=O)(=O)c2cccc3nsnc23)c2ccccc2)cc1 (stereo unspecified)	-9%[10.9 µM]	1.8%	-3%	24%
Cc1ccc(NC(=O)CN2C(=O)C(C)(C)c3ccccc32)cc1	-11%[10.9 µM]	?	-8%	?
Oc1ccccc1CNc1cnc2ccccc2c1	·	·	-16%	-4%
COc1ccccc1-c1nc(C#N)c(N2CCN(c3cccc(Cl)c3)CC2)o1	-3%	-0.3%	-3%	10%
O=C(CSc1ncn[nH]1)Nc1nnc(-c2ccccc2)s1	-53%[inhibitor]	?	-10%	-3%
COC(=O)CC1Oc2ccccc2N(Cc2ccccc2)C1=O (stereo unspecified)	-6%	-0.5%	0%	4%
Cn1c(=O)oc2cc(S(=O)(=O)NCCC(=O)Nc3ccc(F)c(Cl)c3)ccc21	-9%[10.9 µM]	?	1%	6%
CC(=NCc1cccnc1)C1=C(O)c2ccccc2C1=O	-3%	-4.9%	-6%	-2%
COc1cccc(CSc2nc3ccccc3c3nc(CCn4c(C)nc5ccccc54)nn23)c1	-14%[10.9 µM]	-0.4%	-3%	-25%
CCn1c2c(c(=O)n3ncc(C(=O)N4CCN(c5ccccc5)CC4)c13)CN(Cc1ccc(OC)cc1)CC2	-9%[10.9 µM]	1.9%	-7%	?
CCCCCC1CC(CC#CCN2CCOCC2)C(=O)O1 (stereo unspecified)	·	·	-9%	20%
COc1ccc(N2CCN(C(=O)c3nn(-c4ccc(C)cc4)c(=O)n(C)c3=O)CC2)cc1	-13%[10.9 µM]	0.8%	-1%	-3%
O=C(O)CCC1COc2ccccc2O1 (stereo unspecified)	3%	-2.3%	-1%	-1%
O=S(=O)(c1ccc(OCC(O)CN2CCN(c3ccc(F)cc3)CC2)cc1)N1CCOCC1 (stereo unspecified)	-20%	1.9%	-6%	-5%
Cn1cc(-c2nc3cnc(N4CCNCC4)nc3n(Cc3ccc(F)cc3)c2=O)c2ccccc21	-63%[inhibitor]	-1.7%[11.4 µM]	?	?
CCN(CC)C(=O)C1=CC(c2ccc3c(c2)OCO3)=NS(=O)(=O)N1C	-14%[10.9 µM]	?	-3%	-12%
CC(=O)O[C@H]1CC[C@@]2(C)C(=CC[C@@H]3[C@@H]4CC[C@H](c5cc(C(F)(F)F)n(C(C)=O)n5)[C@]4(C)CC[C@@H]32)C1	27%[10.9 µM]	3.4%[11.4 µM]	6%[9.22 µM]	3%[9.22 µM]
CC(C)CCNC(=O)[C@@H](c1ccccc1)N1Cc2ccccc2C1=O	-4%[10.9 µM]	-0.5%	8%	-13%
O=C(COC(=O)C1CC2C=CC1C2)NCc1ccco1 (stereo unspecified)	-10%	0.6%	2%	-3%
Cn1ccnc1SCC(=O)c1cc2ccccc2o1	-43%[inhibitor]	?	-5%	-15%
Cc1nc2cc(N3CCCCC3)c(NC(=O)c3cccnc3)cc2c(=O)n1Cc1ccccc1	-18%	0.4%	-5%	-18%
CCOc1ccc(C(c2c(C)[nH]n(-c3ccccc3)c2=O)c2c(C)[nH]n(-c3ccccc3)c2=O)cc1OC	6%[10.9 µM]	?	-8%	-10%
COc1ccc(CCNC(=O)c2ccc3c(c2)CCN3S(=O)(=O)c2ccccc2)cc1OC	-18%[10.9 µM]	-1.1%	4%	-21%
FC(F)(F)c1ccccc1-c1ccc2ncnc(NC3CCNCC3)c2c1	-44%[inhibitor]	2.2%[11.4 µM]	-6%	?
O=C(/C(C=Nc1ccc(Br)cc1)=C(/O)c1ccco1)C(F)(F)F	·	·	11µM*	11µM*
Cn1cccc1C(=O)N1CCC[C@@]2(CCN(Cc3nccs3)C2)C1	·	0.4%[11.4 µM]	0%	-2%
O=C(NCCN1CCN(c2ccccc2F)CC1)C1COc2ccccc2C1 (stereo unspecified)	-11%[10.9 µM]	1.5%	0%	-10%
CN(C)C(=O)Cn1c(SCC(=O)NCc2ccc3c(c2)OCO3)nc2ccccc21	·	·	-1%	11%

Reprinted from the entries so far for reference:
SMILES	Peg3 imprint	IkB sig inh	p53ts 32C kill	p53ts 39C tox
O=C(O)CCC1COc2ccccc2O1 (stereo unspecified)	3%	-2.3%	-1%	-1%
O=S(=O)(c1ccc(OCC(O)CN2CCN(c3ccc(F)cc3)CC2)cc1)N1CCOCC1 (stereo unspecified)	-20%	1.9%	-6%	-5%
Cn1cc(-c2nc3cnc(N4CCNCC4)nc3n(Cc3ccc(F)cc3)c2=O)c2ccccc21	-63%[inhibitor]	-1.7%[11.4 µM]	?	?
CCN(CC)C(=O)C1=CC(c2ccc3c(c2)OCO3)=NS(=O)(=O)N1C	-14%[10.9 µM]	?	-3%	-12%
CC(=O)O[C@H]1CC[C@@]2(C)C(=CC[C@@H]3[C@@H]4CC[C@H](c5cc(C(F)(F)F)n(C(C)=O)n5)[C@]4(C)CC[C@@H]32)C1	27%[10.9 µM]	3.4%[11.4 µM]	6%[9.22 µM]	3%[9.22 µM]
CC(C)CCNC(=O)[C@@H](c1ccccc1)N1Cc2ccccc2C1=O	-4%[10.9 µM]	-0.5%	8%	-13%
O=C(COC(=O)C1CC2C=CC1C2)NCc1ccco1 (stereo unspecified)	-10%	0.6%	2%	-3%
Cn1ccnc1SCC(=O)c1cc2ccccc2o1	-43%[inhibitor]	?	-5%	-15%
Cc1nc2cc(N3CCCCC3)c(NC(=O)c3cccnc3)cc2c(=O)n1Cc1ccccc1	-18%	0.4%	-5%	-18%
CCOc1ccc(C(c2c(C)[nH]n(-c3ccccc3)c2=O)c2c(C)[nH]n(-c3ccccc3)c2=O)cc1OC	6%[10.9 µM]	?	-8%	-10%
COc1ccc(CCNC(=O)c2ccc3c(c2)CCN3S(=O)(=O)c2ccccc2)cc1OC	-18%[10.9 µM]	-1.1%	4%	-21%
FC(F)(F)c1ccccc1-c1ccc2ncnc(NC3CCNCC3)c2c1	-44%[inhibitor]	2.2%[11.4 µM]	-6%	?
O=C(/C(C=Nc1ccc(Br)cc1)=C(/O)c1ccco1)C(F)(F)F	·	·	11µM*	11µM*
Cn1cccc1C(=O)N1CCC[C@@]2(CCN(Cc3nccs3)C2)C1	·	0.4%[11.4 µM]	0%	-2%
O=C(NCCN1CCN(c2ccccc2F)CC1)C1COc2ccccc2C1 (stereo unspecified)	-11%[10.9 µM]	1.5%	0%	-10%
CN(C)C(=O)Cn1c(SCC(=O)NCc2ccc3c(c2)OCO3)nc2ccccc21	·	·	-1%	11%

Following part.
SMILES	Peg3 imprint	IkB sig inh	p53ts 32C kill	p53ts 39C tox
O=C(CN1CCN(c2ccccn2)CC1)NC1CCCC1	1%	0.3%	2%	-3%
COc1ccccc1CCNC(=O)Cc1ccc(NC(=O)N2CCSc3ncccc32)cc1	7%[10.9 µM]	?	3%	-4%
CCCCN1C(=O)C(CC(=O)NCC)SC1=Nc1ccccc1 (stereo unspecified)	·	·	4%	13%
COc1ccccc1N1CCN(C(c2ccc(F)cc2)c2nnnn2C(C)C)CC1 (stereo unspecified)	-8%	0.4%	-5%	5%
CCOc1cccc2sc(N(Cc3cccnc3)C(=O)c3ccco3)nc12	-16%[10.9 µM]	1.1%	-3%	-13%
O=C1CC(c2cccc(Cl)c2Cl)c2cc3c(cc2N1)OCCO3 (stereo unspecified)	1%[10.9 µM]	?	21%	-16%
O=C(Nc1nsc(-c2ccccc2)n1)c1cccs1	-76%[inhibitor]	?	4µM*	5µM*
O=C(CSc1nnc2scc(-c3ccccc3)n12)Nc1nsc(-c2ccccc2)n1	-21%	0.1%	10%	-5%
CCN1C(=O)CC(n2c(C)nc3ccccc32)C1=O (stereo unspecified)	-1%	-1.1%	5%	7%
Cc1ccccc1-c1nc(CS(=O)(=O)CC(=O)NCc2ccc3c(c2)OCO3)c(C)o1	-13%	?	-11%	-6%
CCOc1ccc(CCNC(=O)c2ccc(-c3nc(CSc4ccccc4)c(C)o3)cc2)cc1	-5%[10.9 µM]	-0.2%	-1%	23%
CC(=O)Oc1ccc(NC(=O)Cc2ccccc2)cc1	-87%[inhibitor]	-0.7%	-8%	5%
Cc1cc2nc(-c3ccc(OCc4ccc(F)cc4)cc3)cc(C(F)(F)F)n2n1	6%[10.9 µM]	-1.9%	-1%	-3%
Cc1ccc(Cl)cc1NC(=O)CC1Sc2ccccc2NC1=O (stereo unspecified)	-9%[10.9 µM]	-1.7%	9%	13%
CN(c1ccc(F)cc1)S(=O)(=O)c1ccc2[nH]cc(C(=O)O)c(=O)c2c1	-5%	1.6%	1%	2%
Cc1[nH]c(=O)[nH]c(=O)c1CSc1nnc([C@H](CC(C)C)NC(=O)OC(C)(C)C)o1	-1%	1.2%	5%	0%
CCN(CC)c1ccc(NS(=O)(=O)c2ccc(-c3coc(C)n3)cc2)c(C)c1	-16%[10.9 µM]	?	5%	-20%
Cc1ccc2nc(NC(=O)CSc3nccn3-c3ccc(Cl)cc3)sc2c1	-13%[10.9 µM]	0.2%	7%	-29%
CCC(=O)N1CCc2cc(S(=O)(=O)N3CCc4ccccc4C3)ccc21	3%	-0.1%	6%	2%
CCc1nc(SCC(=O)c2cc(C)ccc2C)n[nH]1	-11%	2.2%	-3%	16%
Nc1c(C2=NCCO2)nnn1Cc1ccccc1	-3%	-1.9%	-5%	-5%
O=C1CCCCC(=O)N(c2ccccc2)c2ccccc21	-8%	-0.3%	-8%	12%
Cc1ccc(Cn2c(C)c(CNCc3ccc(OC(C)C)cc3)c(C(=O)O)c2C)cc1	-5%[10.9 µM]	-0.1%	5%	-7%
COc1cccc(NC(=O)CSc2nc(=O)n(Cc3ccccn3)c3c2CCC3)c1	-4%[10.9 µM]	?	-3%	-7%
